# KB-V1 MDR tox = qHTS assay for MDR1-selective chemotherapeutics: Primary screen using the drug-selected MDR subline cells KB-V1; KB-V1 MDR cells viability, CellTiter-Glo, 72 h; Potency, µM (series often up to 46.1 µM), for the others: at the highest dose activity change, negative = cytotoxicity, hits mostly cytotoxic; 400,000 tested, 3.4% active; AID 1347076, 2019; note: % is set by controls: 0 for no effect and ±100 for the full control effect; nearly all actives have a fitted effect of over 60% in size
#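 KB-V1 cells (P-gp-expressing MDR subline of KB-3-1) in phenol-red-free DMEM with 10% FBS were exposed to library compounds over a concentration series for 72 h at 37 degrees C. Viability read by CellTiter-Glo luminescence; concentration-effect curves fitted after normalization.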
# GLP1R cytotox = qHTS of GLP-1 Receptor Inverse Agonists: Cytotox Screen. HEK293 cAMP-luciferase reporter cells, luminescence, 24 h. Potency, µM (top dose mostly 38.3 µM), for the others: at the highest dose activity change, negative = inhibition, actives largely listed as inhibitors. 410,000 tested, 0.13% active. AID 624418, 2012;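 note: loss of luciferase light is scored as toxicity; % is set by controls: 0 for no effect and ±100 for the full control effect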
#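 Compound-treated cells are incubated 24 hr at 37 deg C under 5% CO2 after a 12 hour attachment period, then luciferase detection reagent is added and luminescence is measured following 12 min at room temperature; lowered signal indicates toxicity.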
# SW480 rerep = A quantitative high throughput screen for small molecules that induce DNA re-replication in SW480 colon adenocarcinoma cells. SW480 DNA re-replication, Hoechst DNA content imaging, 48 h. Potency, µM (doses to about 46.1 µM), for inactives: top-dose re-replication activation, usual class: activators. 340,000 tested, 1.8% active; note: % of control where 0% means no effect; nearly all actives have a fitted effect of over 55% in size
#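 Compounds, transferred as 23 nL by pin tool, were incubated with cells for 48 hr; DNA content per nucleus was then quantified by Hoechst staining and fluorescence plate imaging.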
# TDP43 rescue = qHTS of TDP-43 Inhibitors; TDP-43 expressing yeast growth rescue, BacTiter-Glo, 24 h; Potency, µM (titrated, usually from 46.1 µM), inactives show at the highest dose growth rescue (activation), most hits filed as activators; 410,000 tested, 1.8% active; note: % of control where 0% means no effect; nearly all actives have a fitted effect of over 50% in size
#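 Growth rescue of TDP-43-toxic yeast measured as ATP luminescence (BacTiter-Glo). Cells grown to mid-log in raffinose, induced in galactose at OD600=0.02, exposed to compound 24 hr at 30 deg C.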
# KB-3-1 tox = qHTS assay for MDR1-selective chemotherapeutics: Primary screen using the parental adenocarcinoma cell KB-3-1; KB-3-1 viability, CellTiter-Glo ATP luminescence, 72 h; Potency, µM (series often up to 46.1 µM), inactives show at the highest dose activity change, negative = cytotoxic, hits mostly cytotoxic; 400,000 tested, 1.4% active; note: % is set by controls: 0 for no effect and ±100 for the full control effect; nearly all actives have a fitted effect of over 60% in size
#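 Parental KB-3-1 viability, qHTS format: 72 h compound exposure, 37 °C; CellTiter-Glo; media-only wells and DMSO plates as controls; concentration-effect fits on corrected data.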
# GLP-1R agonist = qHTS of GLP-1 Receptor Agonists. Glucagon-like peptide 1 receptor (Homo sapiens), P43220. HEK293 GLP-1R CRE-luciferase, luminescence, 4-6 h; cells express a hypersensitive GLP-1R form. Potency, µM (titrated, usually from 45.6 µM), inactives show at the highest dose activation, hits mostly activators. 380,000 tested, 0.007% active. AID 624172, 2012; note: % of control where 0% means no effect
# Target sequence (P43220 whole entry, looked up): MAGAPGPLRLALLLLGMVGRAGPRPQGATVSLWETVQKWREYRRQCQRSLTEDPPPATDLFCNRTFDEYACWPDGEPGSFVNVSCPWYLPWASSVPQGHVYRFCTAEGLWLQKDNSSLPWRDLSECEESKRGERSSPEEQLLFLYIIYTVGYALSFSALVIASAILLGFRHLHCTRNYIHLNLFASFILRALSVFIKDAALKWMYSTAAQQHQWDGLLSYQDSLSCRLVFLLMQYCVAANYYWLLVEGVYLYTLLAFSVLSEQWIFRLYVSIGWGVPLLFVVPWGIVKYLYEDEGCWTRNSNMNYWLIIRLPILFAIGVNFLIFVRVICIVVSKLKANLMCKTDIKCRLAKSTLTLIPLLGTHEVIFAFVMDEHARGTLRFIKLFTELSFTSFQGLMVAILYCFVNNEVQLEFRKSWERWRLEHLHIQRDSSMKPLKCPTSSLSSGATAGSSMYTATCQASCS
# HT1080 IDH1KD tx = qHTS for induction of synthetic lethality in tumor cells producing 2HG: qHTS for the HT-1080-IDH1KD cell line | HT-1080 IDH1 knockdown viability, ATP luminescence, 48 h | Potency, µM (series often up to 46.1 µM), inactives show at the highest dose activity, negative = toxicity, hits mostly cytotoxic | 360,000 tested, 2% active | AID 686971, 2013;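 note: 0% = DMSO wells and -100% = cell-free medium wells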
#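 IDH1KD HT-1080 cells, 750/well, RPMI + 5% FBS; compound pinned after 2 h settling; 48 h, 37 °C; CellTiter-Glo luminescence; % activity normalised to DMSO and no-cell wells; curves fitted, classed by r2 and efficacy.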
# GLP1R inv ag = qHTS of GLP-1 Receptor Inverse Agonists (Inhibition Mode) | 410,000 tested, 1.6% active | Glucagon-like peptide 1 receptor (Homo sapiens), P43220 | HEK293 GLP-1R CRE-luciferase, luminescence, 24 h; GLP-1R form is constitutively active | Potency, µM (doses to about 38.3 µM), for the others: at the top dose activity change, negative = inhibition, actives largely listed as inhibitors; note: % is set by controls: 0 for no effect and ±100 for the full control effect; nearly all actives have a fitted effect of over 55% in size
#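 Assay principle: reduced luminescence from a cAMP-responsive reporter in HEK293 cells co-expressing a constitutively active GLP-1R. Conditions: 24 hr compound incubation, 37 deg C, 5% CO2.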
# HT1080-NT tox = qHTS for induction of synthetic lethality in tumor cells producing 2HG: qHTS for the HT-1080-NT fibrosarcoma cell line. HT-1080-NT fibrosarcoma viability, CellTiter-Glo ATP luminescence, 48 h. Potency, µM (highest dose often 46.1 µM), without a hit: top-dose activity, negative = less viability, most hits filed as cytotoxic. 360,000 tested, 1.6% active;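 note: NT is the 2HG producing partner of a matched IDH1 knockdown line; 0% = DMSO-treated cells and -100% = media-only wells without cells; nearly all actives have a fitted effect of over 55% in size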
#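 Viability by CellTiter-Glo luminescence after 48 h compound exposure at 37C of HT-1080-NT cells (750/well, RPMI, 5% FBS). % activity scaled between DMSO wells and medium-only wells, then curve-fitted and categorized by curve class.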
# * marks the source's active call; other numbers are inactive results; ? = inconclusive; · = no result given; & = joins results of further samples; [ ] = dose if it differs, or a comment. Calls come from the whole dose curve; as a rule, active = well fitted curve in the direction sought with a large enough effect; inconclusive = small, poorly fitted or top-dose-only effect, or another doubt; inactive = no such curve, though single readings can be large; an effect the other way counts as inactive or inconclusive. Potency is the fitted concentration of half-maximal effect.
no.	SMILES	HT1080-NT tox	GLP1R cytotox	TDP43 rescue	KB-3-1 tox	HT1080 IDH1KD tx	GLP-1R agonist	GLP1R inv ag	KB-V1 MDR tox	SW480 rerep
1	Cc1nc(Nc2cccc(O)c2)c2c3c(sc2n1)CCC3	?	-16%	-8%	-12%	-26%	22%	?	?	?
2	O=C(CCS(=O)(=O)c1ccc(Br)s1)NCc1ccccc1	16%	3%	13%	3%	3%	-5%	0%	17%	-5%
3	O=C(NCc1ccc2c(c1)OCO2)c1cc(-c2ccncc2)nc2ccccc12	-7%	-13%	-25%	5%	0%	7%	?	?	-1%
4	COc1ccc(CNC(=O)/C=C/c2ccc(S(=O)(=O)N3CCOCC3)cc2)cc1	2%	5%	3%	-4%	2%	3%	-1%	-18%	-4%
5	Cc1ccc(OCc2cc(C(=O)N(C)CCc3ccccc3)no2)cc1C	11%	2%	-7%	-4%	19%	-2%	?	-18%	8%
6	CCCCN(C)CCNC(=O)Cn1ncc2c([nH]c3ccccc32)c1=O	·	-11%	1%	0%	·	·	2%	-10%	·
7	CN(Cc1ccccc1)C(=O)C1CCN(S(C)(=O)=O)CC1	0%	-8%	·	5%	1%	-1%	-10%	-25%	1%[1.84 µM]
8	O=[N+]([O-])c1ccc(S(=O)(=O)N2CCN(Cc3c[nH]c4ccccc34)CC2)cc1	-20%	14%	-14%	-19%	5%	4%	0%	21µM*	3%
9	COCCNc1nnc(SCC(=O)N2CCN(S(=O)(=O)c3ccccc3)CC2)s1	-1%	4%	16%	-1%	6%	-13%	6%	14%	-5%
10	Cc1cc(C)c(C)c(OCC(=O)O/N=C(\N)c2cccnc2)c1	-5%	11%	7%	-1%	-1%	4%	1%	-18%	9%
11	Cc1ccc(N2C(=O)CSC23C(=O)Nc2ccccc23)cc1 (stereo not given)	10%	-8%	-3%	1%	7%	0%	-15%	17%	0%
12	COc1ccc(CN2CCC(CO)(Cc3cccc(C(F)(F)F)c3)CC2)cc1Cn1cccn1	3%	-20%	6%	-24%	-1%	4%	?	0%	?
13	Cc1[nH]c2ccccc2c1CN1CCc2ccccc2C1	-17%	-2%	-11%	-4%	-1%	-2%	1%	-13%	8%
14	N#C/C(=C\c1cccnc1)C(=O)Nc1ccc(SC(F)F)cc1	6%	0%	?	15%	5%	6%	0%	26%	-8%
15	COc1ccc(CN=C2NC(=O)CC(C(=O)Nc3ccccc3C)S2)cc1 (stereo not given)	-9%	6%	-1%	0%	0%	-9%	-33%	-23%	?
16	CC(Sc1nnc(-c2ccco2)n1C)C(=O)Nc1nccs1 (stereo not given)	17%	1%	-35%[inhibitor]	0%	12%	7%	-3%	6%	-50%[inhibitor]
17	CC(=O)Cn1ncc(Br)c(Br)c1=O	10µM*	-33%	-8%[9.22 µM]	?	7.3µM*	-5%	?	?	3.7µM*
18	Cc1nc(/C(N)=N/OC(=O)c2ccccc2Cl)c(C(F)(F)F)o1	19%	1%	28%	0%	10%	-4%	?	0%	1%
19	CN(Cc1ccc(Cl)s1)C(=O)CSc1nnc(C2CC2)n1C1CC1	2%	-8%	12%	2%	2%	8%	-7%	3%	-15%
20	Cc1ccc2c(CN(C)Cc3cccc(Cl)c3)cc(=O)oc2c1C	-27%	10%	?	?	?	27%	?	?	3%
21	COc1ccc(CNC(=O)C/C(C)=N/NC(=O)COc2ccccc2)cc1	2%	-5%	7%	-12%	13%	1%	9%	3%	-5%
22	O=C1CCC(C(=O)N2CCN(c3ccccc3)CC2)CN1CC1CCCCC1 (stereo not given)	-4%	-2%	12%	-1%	-4%	-8%	-8%	-29%	-3%
23	Cc1nc2nc[nH]n2c(=O)c1CCOC(=O)c1ccccc1F	17%	-4%	-13%	?	0%	-1%	5%	6%	-21%
24	CC(C)c1ccc2occ(CC(=O)Nc3ccccc3Cl)c2c1	·	15%	12%	5%	·	·	?	4%	·
25	O=C(NCc1ccc(Cl)cc1)C(=O)Nc1nccs1	14%	2%	25%	-2%	0%	3%	13%	1%	-2%
26	Cc1nc2scc(C)n2c(=O)c1S(=O)(=O)NCCc1ccccc1	8%	-7%&-6%	20%&7%	-22%&-7%	2%	4%	?	-14%&-6%	6%
27	Cc1cc(/C=C2\C(=N)N3N=CSC3=NC2=O)c(C)n1Cc1ccccc1	-1%	2%	-17%	8%	0%	0%	-14%	-19%	-10%
28	CSCCC(NC(=O)c1ccccc1Cl)C(=O)N1CCC1 (stereo not given)	0%	8%	1%	8%	1%	8%	-12%	-21%	-6%
29	CC1(C)CC(=O)C2=C(C1)Nc1cc(Cl)ccc1S2	10%	0%	1%	9%	10%	0%	?	1%	-7%
30	CC1CCCC(C)N1C(=O)CN1C(=O)C(C)(C)Oc2ccc(C(=O)NC3CCCC3)cc21 (stereo not given)	15%	1%	0%	0%	8%	0%	4%	-22%	-2%
31	Cc1nnc(SCCn2c(N3CCC(C)CC3)nc3c2c(=O)n(C)c(=O)n3C)s1	4%	-13%	21%	?	0%	3%	9%	12µM*	-10%
32	O=C(CSc1nnc(-c2ccccc2)n1-c1ccccc1)NCc1ccco1	0%	9%	2%	-4%	1%	5%	-61%	?	-6%
33	COC(=O)c1cc(NC(=O)C2(S(=O)(=O)c3ccc(Cl)cc3)CC2)cc(C(=O)OC)c1	-8%	5%	0%	0%	2%	0%	-21%	-27%	-2%
34	COc1ccc(NC(=O)c2cn(-c3ccccc3)nc2-c2ccc(C)cc2)cc1	·	1%	14%	-13%	·	·	7.9µM*	6%	·
35	CC(C)c1ccc(N2C(=O)[C@@H]3Cc4ccccc4CN3C2=O)cc1	-1%	-17%	0%	0%	1%	4%	0%	-23%	-12%
36	OCC[C@H]1C[C@H](O)[C@@H](O)[C@@]2(CCCCO2)O1	15%	-25%	11%	2%	15%	-10%	-7%	0%	-8%
37	CCCSc1ccc([C@H]2N[C@@](CC(C)C)(C(=O)OC)[C@H]3C(=O)N(C)C(=O)[C@@H]23)cc1	6%	-1%	7%	0%	3%	5%	?	-9%	-13%
38	COc1ccc(CNC(=O)C(NC(C)=O)C(=O)Nc2ccc(OC)cc2)cc1 (stereo not given)	3%	-6%	27%	7%	6%	-10%	7%	?	-4%
39	O=c1c(-c2ccccc2)c(O)cc(-c2ccncc2)n1-c1ccc(Cl)cc1	12%	3%	8%	10%	14%	0%	16%	2%	?
40	CC(Oc1cccc(Cl)c1)c1ccnc2nc(/N=C/N(C)C)nn12 (stereo not given)	-11%	11%	0%	-5%	-10%	20%	15%	-2%	-16%
41	CCCNC(=O)C(=O)Nc1cc2c3c(c1)CCC(=O)N3CCC2	2%	-13%	22%	1%	0%	9%	3%	47%	-8%
42	CCc1ccc(CN(C)C(=O)CCc2nnc(CCc3ccccc3OC)o2)nc1	7%	-5%	-14%[0.397 µM]	0%	9%	10%	?	-3%	-2%
43	Cc1ccc(-c2nc(C#N)c(NCCN3CCCCC3)o2)cc1	-10%	?	-14%	0%	-7%	10%	-30%	23µM*	6%
44	O=C(C1COc2ccccc2O1)N1CCN(Cc2ccc(Br)cc2F)CC1 (stereo not given)	-16%	7%	-3%	-29%	-16%	7%	11µM*	?	-6%
45	COc1ccc(NC(=O)c2ccc(CN3C(=O)CCn4nc(C)cc43)cc2)c(OC)c1	·	0%	11%	1%	·	·	1%	1%	·
46	O=C(O)C1C(c2ccccc2)C(C(=O)OCCCO)C1c1ccccc1 (stereo not given)	-3%	-3%	-9%	19%	-8%	-1%	8%	6%	0%
47	CCn1cc(Br)c(C(=O)N(C)Cc2ccccc2)n1	-4%	-16%	-6%	13%	-22%[9.24 µM]	-1%	8%	-4%	-4%
48	Nc1cc(C(=O)OCC(=O)NNC(=O)c2ccccc2F)ccc1Cl	6%	22%	13%	17%	8%	0%	-3%	34%	-4%
49	CN(C)CCCN(C(=O)c1ccc(S(=O)(=O)N2CCc3ccccc32)cc1)c1nc2ccc(F)cc2s1	-8%	?	-6%	-11%	?	6%	?	2%	?
50	CCOC(=O)CCCCCNC(=O)c1ccc(F)cc1F	22%	-17%	-4%	17%	13%	-4%	42%[activator]	8%	3%
51	Oc1ccccc1/C=N/NC(=S)NC1CC2CC1C1C=CCC21 (stereo not given)	?	4.5µM*	-92%[inhibitor]	?	8.2µM*	-2%	?	21µM*	?
52	Cc1ccc(C2CC(c3ccco3)=NN2S(C)(=O)=O)cc1 (stereo not given)	16%	1%	-8%	22%	24%	0%	33%[activator]	0%	1%
53	COc1ccc(Cl)cc1NC(=O)c1cccnc1	17%	-17%	18%	25%	7%	4%	0%	?	-3%

# In another format: 2 of the compounds above
50: CCOC(=O)CCCCCNC(=O)c1ccc(F)cc1F
51: Oc1ccccc1/C=N/NC(=S)NC1CC2CC1C1C=CCC21 (stereo not given)
compound no.	50	51
HT1080-NT tox	22%	?
GLP1R cytotox	-17%	4.5µM*
TDP43 rescue	-4%	-92%[inhibitor]
KB-3-1 tox	17%	?
HT1080 IDH1KD tx	13%	8.2µM*
GLP-1R agonist	-4%	-2%
GLP1R inv ag	42%[activator]	?
KB-V1 MDR tox	8%	21µM*
SW480 rerep	3%	?

# As entered above:
# CC(Oc1cccc(Cl)c1)c1ccnc2nc(/N=C/N(C)C)nn12 (stereo not given) @ KB-V1 MDR tox: -2%
# CCOC(=O)CCCCCNC(=O)c1ccc(F)cc1F @ GLP1R cytotox: -17%
# CC(C)c1ccc2occ(CC(=O)Nc3ccccc3Cl)c2c1 @ TDP43 rescue: 12%
# CC(Sc1nnc(-c2ccco2)n1C)C(=O)Nc1nccs1 (stereo not given) @ GLP1R inv ag: -3%

# Compounds were not picked by outcome, and some 9.4% of all compounds hit somewhere here.
